CCHFV vOTU inh – CCHFV vOTU protease inhibitors, primary screen, biochemical, Pep-AMC substrate, fluorescence. Crimean-Congo hemorrhagic fever virus L polyprotein viral ovarian tumor (vOTU) protease …. inhibition, % at 11.5 µM. 370,000 tested, 0.55% active; in the data active = inhibition above about 30%; note: 0% = vehicle wells with enzyme and 100% = no enzyme wells
DUSP3 inh – VHR1 phosphatase inhibitors, primary screen, biochemical, absorbance, uHTS | AID 1654, 2009 | recombinant VHR phosphatase, pNPP absorbance | inhibition, % at 13.3 µM | Dual specificity protein phosphatase 3 (Homo sapiens), P51452 | 290,000 tested, 0.52% active; in the data active = inhibition above about 50%; note: some compounds called inactive have numbers as strong as hits
Target sequence (P51452 whole entry, looked up): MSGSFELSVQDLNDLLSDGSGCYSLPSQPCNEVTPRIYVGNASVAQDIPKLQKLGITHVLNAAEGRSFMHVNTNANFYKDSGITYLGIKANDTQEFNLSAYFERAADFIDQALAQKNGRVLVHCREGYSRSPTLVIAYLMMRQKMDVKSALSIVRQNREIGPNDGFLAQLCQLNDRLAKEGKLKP
BoNT-F LC inh – BoNT/F light chain protease inhibitors, primary screen, biochemical, flow cytometry, MLPCN library | AID 588497, 2011 | Multiplex microsphere protease cleavage assay | 360,000 tested, 0.22% active | inhibition, % at 10 µM; in the data active = inhibition above about 35%, passing the limit was not always enough; inconclusive = no clear call, values can overlap the other calls; note: plate controls were buffer without enzyme for full effect and enzyme alone for no effect
Rv3671c inh – Rv3671c serine protease inhibitors, primary screen, biochemical, fluorescence polarization, M. tuberculosis H37Rv. P9WHR9. inhibition, % at 5.96 µM. 320,000 tested, 0.048% active; in the data active = inhibition above about 38%;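 note: extracellular domain of Rv3671c used as enzyme; 0% = enzyme with DMSO and 100% = no enzyme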
Target sequence (P9WHR9 whole entry, looked up, the tested form may be a part): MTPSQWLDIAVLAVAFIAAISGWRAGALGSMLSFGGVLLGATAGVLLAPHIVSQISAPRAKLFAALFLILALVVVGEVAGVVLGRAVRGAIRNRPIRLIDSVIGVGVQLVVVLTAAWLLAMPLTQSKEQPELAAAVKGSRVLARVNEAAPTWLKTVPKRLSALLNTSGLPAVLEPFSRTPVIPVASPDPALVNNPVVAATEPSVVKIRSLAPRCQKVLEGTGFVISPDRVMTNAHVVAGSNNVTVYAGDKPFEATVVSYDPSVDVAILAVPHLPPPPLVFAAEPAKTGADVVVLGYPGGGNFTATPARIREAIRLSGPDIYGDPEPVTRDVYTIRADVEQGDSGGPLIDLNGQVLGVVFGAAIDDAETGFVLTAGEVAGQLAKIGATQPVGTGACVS
Anthrax LF prot – Bacillus anthracis LF protease inhibitors, primary screen, biochemical, multiplex microsphere, MLPCN library. Lethal factor (Bacillus anthracis), P15917. multiplex microsphere protease cleavage assay. inhibition, % at 10 µM. 360,000 tested, 0.12% active. AID 588501, 2011; note: plate controls were buffer without enzyme for full effect and enzyme alone for no effect
SSB-PriA inh – inhibitors of Klebsiella pneumoniae PriA binding to SSB C-terminal tail, primary screen, biochemical, AlphaScreen; inhibition, % at 33 µM; AlphaScreen SSBct-PriA binding, biotinylated peptide; AID 1272365, 2023; 430,000 tested, 0.6% active; in the data active = inhibition mostly above about 37%, no sharp cut-off; inactive = mostly below about 20%;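 note: plate controls were negative control peptide for no effect and reference peptide for full effect; strong numbers were not always called active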
PrPC surface inh – inhibitors of human cell surface prion protein PrPC, primary screen, cell-based, TR-FRET. AID 720596, 2013. TR-FRET read-out. inhibition, % at 13.8 µM. 370,000 tested, 0.43% active; in the data active = inhibition above about 24%; note: 0% = median of the test wells and 100% = reference compound wells
MazEF act – activators of E. coli MazEF toxin-antitoxin RNase, primary screen, biochemical, fluorescence, uHTS; activation, % at 20 µM; 350,000 tested, 0.32% active; FAM/BHQ RNA-DNA oligo cleavage fluorescence, 5 h; AID 504720, 2011; Endoribonuclease toxin MazF (Escherichia coli (strain K12)), P0AE70; in the data active = activation above about 50%
Target sequence (P0AE70 whole entry, looked up): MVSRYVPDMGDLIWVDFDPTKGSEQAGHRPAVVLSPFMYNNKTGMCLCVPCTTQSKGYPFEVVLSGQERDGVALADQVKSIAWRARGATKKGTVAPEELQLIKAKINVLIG
BoNT A protease – BoNT/A light chain protease inhibitors, primary screen, biochemical, flow cytometry, MLPCN library | inhibition, % at 10 µM | multiplex microsphere protease substrate cleavage | 360,000 tested, 0.17% active | AID 588499, 2011 | Botulinum neurotoxin type A light chain protease (Clostridium botulinum A str. ATCC 3502); note: plate controls were buffer without enzyme for full effect and enzyme alone for no effect
SARS 3CLpro inh – SARS-CoV 3CLpro protease inhibitors, primary screen, biochemical, quenched FRET; Replicase polyprotein 1ab (Severe acute respiratory syndrome coronavirus), P0C6X7; 290,000 tested, 0.14% active; recombinant SARS-CoV 3CLpro, quenched FRET peptide cleavage; AID 1706, 2009; inhibition, % at 6 µM; in the data active = inhibition above about 12%
* marks the source's active call; other numbers are inactive results; i = inactive; ? = inconclusive; . = no result given. Cut-off read from the data, not from the text of the source, unless noted: active = inhibition above about 30%; inconclusive = no clear call, values can overlap the other calls; inactive = below that. An excerpt; the hit share may differ from the screen's.

SMILES	CCHFV vOTU inh	DUSP3 inh	BoNT-F LC inh	Rv3671c inh	Anthrax LF prot	SSB-PriA inh	PrPC surface inh	MazEF act	BoNT A protease	SARS 3CLpro inh
COCCCNC(=O)c1cccc(OC)c1OC	6	-19	8	3	-3	-2	-6	-10	1.0	-4
c1cc(-c2noc(CC3CCCCC3)n2)ccn1	8	33	9	3	0	-30	1	-3	1.0	-6
CC(C)c1ccccc1NC(=O)c1ccc2ncsc2c1	7	17	-12	5	13	-10	-7	7	-3.3	0
CC1=C(C(=O)Nc2ccc([N+](=O)[O-])cc2)C(c2cccc(C(F)(F)F)c2)NC(=S)N1c1ccccc1 (centres undefined)	31*	23	-16	-29	-3	-15	-1	18	-1.0	-2
O=C(C[n+]1cccc(CNC(=O)c2ccc(OC(F)F)cc2)c1)Nc1ccc(SC(F)F)cc1	-7	6	-9	-17	-2	-10	-5	29	-0.3	1
CC(=O)NCCNC(=O)c1ccc(NC2=NC3CS(=O)(=O)CC3S2)cc1 (centres undefined)	-2	14	-5	3	2	5	3	2	-0.6	0
CCCCCn1c(=O)[nH]c2cc(C(=O)N3CCN(C(=O)OCC)CC3)ccc2c1=O	3	25	19	6	1	1	0	-2	5.3	-6
O=C(OCC(=O)N1CCN(c2ccccc2)CC1)c1ccccc1[N+](=O)[O-]	6	.	10	1	0	8	0	0	4.1	.
Cn1nc(-c2ccccc2)c(C(=O)Nc2ccc(C(F)(F)F)cc2)c1Cl	4	14	-9	-8	-4	-9	-6	-2	-1.0	1
Cc1ccc(-n2c(O)c(C=NC3CCS(=O)(=O)C3)c3ccccc3c2=O)cc1 (centres undefined)	-1	19	-2	-5	-1	-10	-11	3	-0.8	-10
O=C(CCN1CCCO1)N1CCCC(N2CCN(c3ccccc3F)CC2)C1 (centres undefined)	21	35	1	-20	-1	15	-7	9	-0.4	-3
Cc1cc(C)n(-c2c(F)c(F)c(COC(=O)c3ccccc3)c(F)c2F)n1	-5	0	-5	-11	-7	-44	6	0	0.0	-6
CCOc1ccccc1CN(CCc1ccc2c(c1)OCO2)Cc1ccccn1	-1	15	-8	2	2	-13	-5	-8	0.0	2
Cc1ccc(/C=N/NC(=O)c2ccncc2)o1	3	8	-1	-2	-4	.	4	0	0.3	-6
Cc1cc(Nc2ccc(Cl)cc2)n(-c2ccccc2)n1	0	-18	-5	-7	-3	-35	7	2	-0.2	0
N#CCN(N=Nc1ccccc1)c1ccccc1	-13	7	1	11	-10	1	-3	6	5.3	-2
CC(=O)N1[C@H](Cc2ccccc2)C=C[C@]1(C)C(=O)NCc1ccccn1	4	24	2	-7	0	-19	-1	6	0.0	-5
CC(C)CC(OC(=O)c1ccco1)C(=O)NCC1CCCO1 (centres undefined)	9	2	8	-1	-5	-1	0	5	0.8	0
O=C(Cc1ccccc1F)Nc1ccc(S(=O)(=O)Nc2ncccn2)cc1	-10	-10	-8	1	-16	0	-2	-22	-1.0	3
C[C@@]12CCC3[C@@](CCC4[C@@]3(C)CCC[C@@]4(C)C(=O)N3CCCCC3)(CC1=O)C2 (some centres undefined)	-6	.	3	3	3	0	1	2	0.2	.
O=[N+]([O-])/C=C/c1ccc2c(ccn2Cc2ccccc2)c1	13	24	14	-19	28	-4	-3	-15	6.3	1
COc1ccc(-c2c(C)oc3ccc(C)cc23)cc1	0	28	-3	-5	-9	-41	-5	-8	-2.1	3
CC(Oc1ccccc1)C(=O)NNS(=O)(=O)c1ccc([N+](=O)[O-])cc1 (centres undefined)	-4	-11	1	-2	1	-6	-18	-3	-0.5	5
Cc1cccc(OCC(=O)N/N=C/c2ccc(N(C)C)cc2)c1	-14	14	-5	0	-3	7	0	9	0.5	-1
CN1C(=O)c2ccccc2N(C)C1c1ccc2c(c1)OCO2 (centres undefined)	-85	18	9	-10	-2	-3	-1	1	0.9	7
COc1ccc(OC)c(NC(=O)Nc2nc(CN(C)C)cs2)c1	-3	.	8	.	-6	.	-5	.	0.7	.
O=C(Nc1cccc(-c2cscn2)c1)C1CCN(Cc2ccsc2)CC1	-10	-5	0	6	2	6	-5	-2	-0.5	-4
O=C(CCc1ccccc1)NNC(=S)NCCc1ccccc1	17	20	.	1	.	-15	-1	3	.	-1
O=C(c1ccoc1)N1CCN(c2cc(-c3cccc(F)c3)nc3cc(-c4cccc(Cl)c4)nn23)CC1	6	.	-6	.	8	.	-4	-6	0.0	.
CCOc1ccccc1NC(=S)N1CCCCCC1	-2	23	5	-5	0	-32	4	4	0.4	-1
CCc1ccc(NC(=O)Nc2ccon2)cc1	9	48	3	2	1	-6	17	12	0.2	8
COc1ccc(NC(=O)[C@H](C)NS(=O)(=O)c2ccc(NC(C)=O)cc2)cc1Cl	-7	.	3	.	-7	.	-6	2	0.4	.
CCCS(=O)(=O)N1CCC(C(=O)N2CCC(Cc3ccccc3)CC2)CC1	3	18	4	-9	-2	1	-2	-1	-1.4	-9
COc1ccc(/C=C2\SC(=S)N(CCCCCC(=O)Nc3cc(C)on3)C2=O)cc1OC	-8	4	1	5	6	-11	2	8	2.8	-1
N#CC1=C(N)NC(SCc2ccc(F)cc2)=C(C#N)C12CCCCC2	4	17	-12	-2	0	-3	12	-3	-0.1	0
COc1ccc(NC(=O)Cn2cc(C#N)c3ccccc32)cc1	2	22	-4	-1	-1	-7	1	5	-0.1	3
COc1ccc(C(=O)Nc2ccc(S(=O)(=O)Nc3nccc(C)n3)cc2)cc1OC	13	19	2	-2	0	-13	9	4	-0.6	-3
Cc1ccc(/C=C2\Oc3c(ccc(O)c3CN3CCN(CCO)CC3)C2=O)cc1	-2	-3	-7	-5	-1	7	-28	-91	0.7	-6
Nc1ncnc2c1ncn2[C@@H]1O[C@H](CNCc2ccc(OCc3ccccc3)cc2)[C@@H](O)[C@H]1O	2	.	-12	1	3	-14	-7	5	-0.4	.
COc1ccc(CC(=O)O/N=C(\N)c2ccncc2)cc1	-7	25	-3	5	-4	i	2	2	-0.9	0
CC(=O)Nc1ccc(NC(=O)c2cc([N+](=O)[O-])cc([N+](=O)[O-])c2)cc1	-9	-28	?	-8	12	-6	-56	12	0.6	3
Cc1cccc(/C(N)=N/OC(=O)c2ccncc2)c1	12	0	1	.	1	.	1	-1	0.1	2
CC(C)C(CCNCc1ccccn1)c1ccc(Cl)cc1 (centres undefined)	9	2	4	-8	-11	-7	3	5	-5.5	1
COc1cc(C=CC(=O)c2cc(OC)c(OC)c(OC)c2)cc(OC)c1OC	0	.	2	.	-5	-8	-16	7	1.1	.
COC(=O)N1C2CCCCC2=NN(c2ccccc2)N1C(=O)OC (centres undefined)	1	.	2	.	3	.	29*	.	-0.2	.
Cc1cccc(OCC(=O)NNC(=O)CCN2CCN(c3ccccc3)CC2)c1C	10	.	-4	0	-6	-10	-6	8	-0.3	.
Cc1ccc(C(=O)OCC(=O)N2CCCCCC2)cc1S(=O)(=O)N1CCOCC1	3	.	1	-6	-2	-10	-1	11	-0.1	.
COc1ccc(OC)c(S(=O)(=O)N2CCCC2C(=O)NC(C)c2ccccc2)c1 (centres undefined)	-10	40	16	13	-9	-24	3	-1	0.1	3
Cc1ccc(NC(=O)Nc2cccc([N+](=O)[O-])c2)cc1F	9	-13	0	-54	2	-11	9	14	0.2	6
Cc1oc(=O)cc(OCc2ccccc2)c1C	1	.	-9	.	2	-7	-4	29	-0.7	.

As a working copy, part of the list above:
SMILES	CCHFV vOTU inh	DUSP3 inh	BoNT-F LC inh	Rv3671c inh	Anthrax LF prot	SSB-PriA inh	PrPC surface inh	MazEF act	BoNT A protease	SARS 3CLpro inh
COc1ccc(NC(=O)Cn2cc(C#N)c3ccccc32)cc1	2	22	-4	-1	-1	-7	1	5	-0.1	3
COc1ccc(C(=O)Nc2ccc(S(=O)(=O)Nc3nccc(C)n3)cc2)cc1OC	13	19	2	-2	0	-13	9	4	-0.6	-3
Cc1ccc(/C=C2\Oc3c(ccc(O)c3CN3CCN(CCO)CC3)C2=O)cc1	-2	-3	-7	-5	-1	7	-28	-91	0.7	-6
Nc1ncnc2c1ncn2[C@@H]1O[C@H](CNCc2ccc(OCc3ccccc3)cc2)[C@@H](O)[C@H]1O	2	.	-12	1	3	-14	-7	5	-0.4	.
COc1ccc(CC(=O)O/N=C(\N)c2ccncc2)cc1	-7	25	-3	5	-4	i	2	2	-0.9	0
CC(=O)Nc1ccc(NC(=O)c2cc([N+](=O)[O-])cc([N+](=O)[O-])c2)cc1	-9	-28	?	-8	12	-6	-56	12	0.6	3
Cc1cccc(/C(N)=N/OC(=O)c2ccncc2)c1	12	0	1	.	1	.	1	-1	0.1	2
CC(C)C(CCNCc1ccccn1)c1ccc(Cl)cc1 (centres undefined)	9	2	4	-8	-11	-7	3	5	-5.5	1
COc1cc(C=CC(=O)c2cc(OC)c(OC)c(OC)c2)cc(OC)c1OC	0	.	2	.	-5	-8	-16	7	1.1	.
COC(=O)N1C2CCCCC2=NN(c2ccccc2)N1C(=O)OC (centres undefined)	1	.	2	.	3	.	29*	.	-0.2	.
Cc1cccc(OCC(=O)NNC(=O)CCN2CCN(c3ccccc3)CC2)c1C	10	.	-4	0	-6	-10	-6	8	-0.3	.
Cc1ccc(C(=O)OCC(=O)N2CCCCCC2)cc1S(=O)(=O)N1CCOCC1	3	.	1	-6	-2	-10	-1	11	-0.1	.

Source: PubChem
